proKLK7 act: proKLK7 zymogen activators, primary screen, biochemical, fluorescence intensity. Kallikrein-7 (Homo sapiens), P49862. purified proKLK7, EDANS-DABCYL substrate fluorescence; 100% is mature enzyme control, 0% vehicle. activation, % at 7 µM. hit rate 0.9% among 370,000;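 active = activation above the mean of all tested compounds plus 3 SD, computed per campaign excluding outliers beyond control limits, cut at about 13% in these data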
Target sequence (P49862 whole entry, looked up): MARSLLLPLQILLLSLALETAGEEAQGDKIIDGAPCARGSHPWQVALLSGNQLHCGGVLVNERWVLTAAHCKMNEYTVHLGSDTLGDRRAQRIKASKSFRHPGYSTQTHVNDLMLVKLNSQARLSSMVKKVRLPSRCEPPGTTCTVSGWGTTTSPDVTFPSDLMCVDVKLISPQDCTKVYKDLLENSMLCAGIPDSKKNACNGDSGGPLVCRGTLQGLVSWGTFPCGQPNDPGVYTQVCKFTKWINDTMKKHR
sPLA2-III inh: human group III sPLA2 inhibitors, primary screen, biochemical, QFRET, BODIPY PC-A2 liposome substrate. Group 3 secretory phospholipase A2 (Homo sapiens), Q9NZ20. inhibition, % at 12.2 µM. hit rate 0.56% among 370,000. QFRET BODIPY PC-A2 liposome hydrolysis, fluorescence;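 active = inhibition above mean plus 3 SD of compounds lying within the high and low control bounds, cut at about 19% in these data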;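 note: 0% = median of test compound wells and 100% = no enzyme DMSO wells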
PLCg1 inh: PLC-gamma1 enzyme inhibitors, primary screen, biochemical, fluorescence, purified enzyme; 1-phosphatidylinositol 4,5-bisphosphate phosphodiesterase gamma-1 (Homo sapiens), P19174; fluorogenic substrate; inhibition, % at 12.2 µM; hit rate 0.84% among 370,000; in the data active = inhibition above about 9.5%
DDE Tn7 FP inh: inhibitors of Tn7 peptide binding to fibrin DD(E), primary screen, biochemical, fluorescence polarization, human fibrin, Tn7 probe; inhibition, % at 8.3 µM; hit rate 0.13% among 370,000; Fibrinogen beta chain (Homo sapiens), P02675; FP displacement of FITC-Tn7 peptide from fibrin DD(E); 0% = median of compound wells per plate;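 active = inhibition above the mean of compounds falling within the control limits plus 3 SD of them, cut at about 14% in these data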;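 note: 0% = plate median of compound wells and 100% = 10 µM Aha-Tn7 peptide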
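Test system: human clot-derived fibrin DD(E) complex / Quantity: 2 µM final DD(E) protein / Incubation: 10 min plus 3 h, room temperature / Measured by: fluorescence polarization / Benchmarks: high control of 10 µM Aha-Tn7 peptide / Replicates: singlicate testing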
PLCb3 inh: human PLC-beta3 inhibitors, primary screen, biochemical, fluorescence | Purified PLC-beta3, fluorogenic substrate | inhibition, % at 12.2 µM | hit rate 0.18% among 370,000 | AID 720704, 2013 | 1-phosphatidylinositol 4,5-bisphosphate phosphodiesterase beta-3 (Homo sapiens), Q01970; in the data active = inhibition above about 11%;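 note: 0% = median of compound wells on plate and 100% = full blocker control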
UHRF1 MBD2 ctr: UHRF1 methylated DNA binding inhibitors, primary screen, counter-screen for MBD2 inhibitor project, biochemical, TR-FRET, human UHRF1, single concentration; E3 ubiquitin-protein ligase UHRF1 (Homo sapiens), Q96T88; UHRF1 binding to methylated oligo; inhibition, % at 4.4 µM; hit rate 0.75% among 370,000; in the data active = inhibition above about 21%;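 note: UHRF1 SRA domain binding a hemimethylated CpG hairpin DNA probe; 0% = median of test compound wells and 100% = reference inhibitor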
DDE Tn6 FP inh: inhibitors of Tn6 peptide binding to fibrin DD(E), primary screen, biochemical, fluorescence polarization, human fibrin, Tn6 probe; inhibition, % at 8.3 µM; Fibrinogen beta chain (Homo sapiens), P02675; Fibrin DD(E) TRITC-Tn6 fluorescence polarization displacement; hit rate 0.21% among 370,000;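 active = inhibition above a per-campaign cutoff: mean of compounds within control limits plus 3 SD, cut at about 15% in these data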;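 note: 0% = median of all compound wells on the plate and 100% = blocking peptide control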
ASAP1 GAP inh: inhibitors of human ASAP1 ArfGAP activity, primary screen, biochemical, fluorescence polarization; hit rate 0.19% among 360,000; inhibition, % at 16.5 µM; Arf-GAP with SH3 domain, ANK repeat and PH domain-containing protein 1 (Homo sapiens), …; AID 624377, 2012; ASAP1-stimulated ARF1 GTP hydrolysis, GDP FP detection; in the data active = inhibition above about 25%;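 note: 0% = vehicle with enzyme and substrate and 100% = no enzyme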
ARFGAP1 inhibitor: inhibitors of rat ARFGAP1 GAP activity, primary screen, biochemical, fluorescence polarization, GDP tracer; Arfgap1-stimulated ARF1 GTP hydrolysis, GDP FP detection; inhibition, % at 16.5 µM; ADP-ribosylation factor GTPase-activating protein 1 (Rattus norvegicus), Q62848; hit rate 0.26% among 360,000;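 active = inhibition above a per-plate limit, mean inhibition of low control wells plus 3 SD, cut at about 25% in these data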;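 note: 0% = DMSO wells with enzyme and 100% = wells lacking Arfgap1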
Target sequence (Q62848 1-136 limits assumed): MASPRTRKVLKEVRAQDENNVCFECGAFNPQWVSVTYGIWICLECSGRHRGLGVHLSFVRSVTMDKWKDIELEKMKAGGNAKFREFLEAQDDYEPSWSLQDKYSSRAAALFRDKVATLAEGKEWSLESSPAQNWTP
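Assay system: purified rat His6-Arfgap1 residues 1-136 (GAP domain); Reagent: human Δ17 ARF1 bound to GTP; Dosing: 16.5 µM single point, 1.26% DMSO; Times: GTP hydrolysis reaction 2 h at 25 °C; Signal: FP, GDP Alexa 633 tracer displaced from anti-GDP antibody, 620/688 nm; Measure: % inhibition from polarization.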
NR1D1 modulator: modulators of Rev-erb alpha DNA binding, primary screen, biochemical, FITC-DNA, fluorescence polarization, uHTS | AID 1259318, 2017 | activity, % at 10 µM | Nuclear receptor subfamily 1 group D member 1 (Homo sapiens), P20393 | Rev-erbα–FITC-DNA binding, 90 min | hit rate 0.79% among 370,000;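 active = activity above about 14%, limit read from the data; passing the limit was not always enough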;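 note: 0% = DMSO wells with 35 nM protein and 100% = DMSO wells with 750 nM protein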
Target sequence (P20393 whole entry, looked up): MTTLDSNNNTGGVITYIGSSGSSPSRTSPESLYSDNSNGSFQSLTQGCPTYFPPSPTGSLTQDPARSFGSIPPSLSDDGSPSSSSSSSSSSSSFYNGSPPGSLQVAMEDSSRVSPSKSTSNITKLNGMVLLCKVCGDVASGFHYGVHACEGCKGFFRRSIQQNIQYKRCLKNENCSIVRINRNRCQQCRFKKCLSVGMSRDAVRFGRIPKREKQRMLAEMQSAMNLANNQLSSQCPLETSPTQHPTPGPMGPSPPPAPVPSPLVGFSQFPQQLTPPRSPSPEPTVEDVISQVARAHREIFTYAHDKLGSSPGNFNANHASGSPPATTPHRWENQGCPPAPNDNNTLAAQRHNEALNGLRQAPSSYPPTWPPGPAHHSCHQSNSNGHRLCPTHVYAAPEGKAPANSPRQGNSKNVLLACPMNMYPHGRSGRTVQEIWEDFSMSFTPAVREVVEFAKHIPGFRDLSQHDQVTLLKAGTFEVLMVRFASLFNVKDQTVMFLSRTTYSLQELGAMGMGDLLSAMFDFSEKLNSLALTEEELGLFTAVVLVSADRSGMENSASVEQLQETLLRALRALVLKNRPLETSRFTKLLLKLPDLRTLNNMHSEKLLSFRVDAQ
An asterisk follows results filed as active; . = no result given. This is a random part of the collection, and some 4.5% of all compounds hit somewhere here.

Abbreviations: A = proKLK7 act; B = sPLA2-III inh; C = PLCg1 inh; D = DDE Tn7 FP inh; E = PLCb3 inh; F = UHRF1 MBD2 ctr; G = DDE Tn6 FP inh; H = ASAP1 GAP inh; I = ARFGAP1 inhibitor; J = NR1D1 modulator
SMILES: Cc1noc(C)c1S(=O)(=O)N1CCCCC1c1cc(C(=O)Nc2cccc3c2CCCC3)no1 (stereo not given)
  A: 0.5; B: -2; C: 4; D: 6; E: 3; F: 3; G: -13; H: 6; I: 1; J: 10
SMILES: CCN(CC(=O)NC1CCS(=O)(=O)C1)S(=O)(=O)c1cccc(C(C)=O)c1 (stereo not given)
  A: -0.2; B: -7; C: 1; D: -4; E: -5; F: 0; G: -2; H: -5; I: -1; J: 9
SMILES: COc1ccc(-c2nc(N)n[nH]2)cc1OC
  A: 0.5; B: 5; C: 2; D: -7; E: 2; F: 1; G: -1; H: 6; I: -8; J: -10
SMILES: COc1cccc(C(=O)N2CCN(Cc3ccccc3Br)CC2)c1
  A: -0.8; B: 0; C: 4; D: -4; E: -2; F: -1; G: 9; H: -2; I: 8; J: -4
SMILES: Cc1ccc(/C=C2\SC(=S)N(C(Cc3ccccc3)C(=O)O)C2=O)cc1 (stereo not given)
  A: 0.0; B: -4; C: -11; D: 2; E: 1; F: -4; G: 0; H: -8; I: -18; J: -3
SMILES: O=S(=O)(Nc1nc2ccccc2s1)c1cnc(Cl)c(Br)c1
  A: 0.3; B: -9; C: -3; D: 7; E: -8; F: 14; G: 9; H: -7; I: 9; J: -5
SMILES: COc1ccc(N2CCN(Cc3oc(CO)cc(=O)c3O)CC2)cc1
  A: -0.3; B: 5; C: -2; D: -3; E: -3; F: 9; G: 3; H: -2; I: 6; J: -7
SMILES: Cn1ncc(C#N)c1NC(=O)C1CC(c2ccccc2Cl)=NO1 (stereo not given)
  A: 0.1; B: 5; C: 2; D: 3; E: -6; F: 15; G: 4; H: -1; I: -3; J: 4
SMILES: O=C(CCN1C(=O)COc2ccccc21)NCCN1CCN(c2cccc(Cl)c2)CC1
  A: 0.9; B: -13; C: 1; D: 2; E: 0; F: -2; G: 1; H: -7; I: 13; J: -1
SMILES: Cc1ccc(CN2CCC[C@]3(N[C@H](c4ccccc4)[C@@H]4C(=O)N(C)C(=O)[C@@H]43)C2=O)cc1
  A: -0.2; B: 4; C: 12*; D: 8; E: 8; F: 3; G: 4; H: 3; I: -5; J: -5
SMILES: Cc1cccc(C)c1OCc1nnc(SCC(=O)Nc2nccs2)n1-c1ccccc1
  A: 0.3; B: 0; C: 1; D: 8; E: -1; F: 0; G: 1; H: 3; I: 8; J: -2
SMILES: COc1ccc(N(CC(=O)NCCSCc2ccc(Cl)cc2)S(C)(=O)=O)cc1Cl
  A: 0.2; B: -3; C: 0; D: -6; E: -10; F: 2; G: -2; H: 7; I: 9; J: -1
SMILES: COc1ccc(NS(=O)(=O)c2cccc3nonc23)c(OC)c1
  A: -0.3; B: 5; C: 2; D: 3; E: 0; F: 0; G: 0; H: 3; I: 2; J: 8
SMILES: CCC(=O)N1CCN(c2ccccc2NC(=O)c2cccs2)CC1
  A: 0.2; B: 1; C: -2; D: -3; E: -8; F: 0; G: -4; H: -8; I: -3; J: 2
SMILES: CCOc1ccc(Br)cc1C(=O)N/N=C/c1c[nH]c2ccccc12
  A: 4.4; B: -11; C: -55; D: -2; E: -90; F: 4; G: 3; H: -3; I: 3; J: 4
SMILES: COc1cc(S(=O)(=O)NCCCn2ccnc2)ccc1Cl
  A: -0.5; B: 1; C: 1; D: -4; E: -4; F: 0; G: 0; H: 5; I: 2; J: -6
SMILES: O=C(CCS(=O)(=O)Cc1ccccc1)NC1CCCCC1
  A: 0.3; B: 2; C: 1; D: 0; E: 4; F: -1; G: 0; H: -5; I: 8; J: 0
SMILES: Fc1ccccc1-c1nc(NCCCN2CCOCC2)c2ccccc2n1
  A: 0.7; B: -2; C: -2; D: 7; E: 2; F: 1; G: 2; H: 0; I: 8; J: 1
SMILES: COCCn1c(C)nc2oc3ccc(Br)cc3c(=O)c2c1=O
  A: 0.1; B: 4; C: -10; D: 2; E: -14; F: 4; G: -1; H: 2; I: 3; J: -5
SMILES: CC(=O)Nc1ccc(NC(=O)C(C)OC(=O)C2(c3ccc(F)cc3)CCCC2)cc1 (stereo not given)
  A: 0.0; B: 1; C: 3; D: 3; E: -1; F: 0; G: -1; H: -5; I: 10; J: 1
SMILES: CCSc1ccc2nnc(-c3ccc(F)cc3)n2n1
  A: 3.2; B: -2; C: -82; D: -9; E: -115; F: -4; G: 4; H: 2; I: 5; J: 1
SMILES: O=C(O)c1ccccc1C(=O)Nc1cccc([N+](=O)[O-])c1
  A: -0.2; B: 4; C: -1; D: 3; E: -6; F: 0; G: 2; H: -4; I: 0; J: 0
SMILES: CC1(C)Cc2cccc(OCC(=O)Nc3cccnc3)c2O1
  A: 0.6; B: 7; C: 1; D: 2; E: 1; F: 2; G: -5; H: -8; I: 3; J: -2
SMILES: CCOC(=O)Cn1nnnc1CN(Cc1ccc(OC)cc1)Cc1cc2cc(C)ccc2[nH]c1=O
  A: -0.1; B: 16; C: -9; D: -7; E: -9; F: 3; G: 7; H: 2; I: 15; J: 0
SMILES: CCNC(=O)N(C)[C@H]1C[C@H]2c3[nH]c4c(-c5ccc6c(c5)OCO6)cccc4c3CCN2C(=O)[C@H]1[C@H](C)O
  A: 0.9; B: -11; C: -24; D: -3; E: -36; F: 1; G: 9; H: 5; I: -7; J: 2
SMILES: Cc1ccc(-c2nnn(CCC(=O)N3CCCCC3C)n2)cc1 (stereo not given)
  A: 0.5; B: 9; C: 13*; D: 1; E: 10; F: 2; G: -1; H: 10; I: -7; J: 2
SMILES: Cc1cccc(N2CCN(C(=O)c3ccc(Cl)c(S(=O)(=O)N4CCc5ccccc5C4)c3)CC2)c1C
  A: 0.7; B: -2; C: 2; D: 2; E: 4; F: -3; G: -1; H: 1; I: -17; J: 0
SMILES: O=C(OCC(=O)N1CCc2ccccc2C1)c1cccc([N+](=O)[O-])c1
  A: 0.1; B: -2; C: 1; D: -12; E: 2; F: 0; G: -2; H: 2; I: 5; J: -2
SMILES: O=C(CSc1ccc(Cl)cc1)Nc1ccc(N2CCN(c3ccccc3)CC2)c(F)c1
  A: -0.1; B: 13; C: 1; D: 4; E: 2; F: 2; G: -2; H: 0; I: 14; J: -2
SMILES: COc1ccc(S(=O)(=O)N(C)CC(=O)NCCC2=CCCCC2)cc1
  A: 0.5; B: -2; C: 1; D: 3; E: 8; F: 7; G: 6; H: -1; I: 0; J: -2
SMILES: Cc1ccc(S(=O)(=O)NCc2ccc3c(c2)OCO3)cc1
  A: -0.4; B: -3; C: 0; D: -6; E: 1; F: 0; G: -6; H: -15; I: -1; J: -9
SMILES: O=C(CSc1ccc(-c2cccs2)nn1)NCCc1ccccc1
  A: 0.6; B: 0; C: 0; D: -4; E: -5; F: 0; G: 1; H: 8; I: 0; J: 7
SMILES: Cc1c(OCC(=O)NCc2ccncc2)ccc2c3c(c(=O)oc12)CCC3
  A: -0.4; B: 4; C: 0; D: 3; E: -5; F: -1; G: 2; H: 3; I: 4; J: 0
SMILES: CCOC(=O)C(NC=O)(NC(C)(C)C)C(=O)OCC
  A: -0.5; B: 6; C: 1; D: -2; E: 2; F: 0; G: 6; H: -10; I: 0; J: 0
SMILES: O=C(CSc1nnc(-c2ccc(Cl)cc2)n1-c1ccccc1)NN=Cc1c[nH]c2ccccc12
  A: 0.3; B: -11; C: 7; D: -8; E: 3; F: 0; G: -6; H: .; I: .; J: -8
SMILES: C=CCOC(=O)C(C#N)c1nc2ccccc2nc1N1CCN(Cc2ccc3c(c2)OCO3)CC1 (stereo not given)
  A: 0.6; B: -4; C: -63; D: -1; E: -69; F: -1; G: -4; H: -11; I: 7; J: -4
SMILES: Cc1cccc(NC(=S)N/N=C2\CC(C)(C)Oc3ccc(O)cc32)c1
  A: -10; B: 7; C: -123; D: -2; E: -161; F: -6; G: 0; H: -9; I: -3; J: 4
SMILES: COc1ccc(/C=N/Nc2nc(C)cc(-c3ccccc3)n2)cc1OC
  A: 0.3; B: 8; C: -29; D: 2; E: -44; F: 2; G: 2; H: 6; I: -1; J: 7
SMILES: CCN(CC)C(=O)CSc1nnc(-c2ccc(C(C)(C)C)cc2)n1Cc1ccco1
  A: 0.0; B: -5; C: 0; D: 2; E: 2; F: 0; G: 4; H: .; I: .; J: -5
SMILES: Cc1c([N+](=O)[O-])oc2c1C(=O)NCCC2
  A: 0.4; B: 3; C: 5; D: 3; E: 2; F: -1; G: 5; H: -5; I: 12; J: -8
SMILES: CCC(C)c1ccc(NC(=S)N2CCN(c3ccccn3)CC2)cc1 (stereo not given)
  A: -0.1; B: -1; C: -1; D: 4; E: -8; F: -6; G: 5; H: -13; I: -8; J: -1

Part of the list above in order of molar mass, rising:
Abbreviations: A = proKLK7 act; B = sPLA2-III inh; C = PLCg1 inh; D = DDE Tn7 FP inh; E = PLCb3 inh; F = UHRF1 MBD2 ctr; G = DDE Tn6 FP inh; H = ASAP1 GAP inh; I = ARFGAP1 inhibitor; J = NR1D1 modulator
SMILES: CC1(C)Cc2cccc(OCC(=O)Nc3cccnc3)c2O1
  A: 0.6; B: 7; C: 1; D: 2; E: 1; F: 2; G: -5; H: -8; I: 3; J: -2
SMILES: Cc1ccc(-c2nnn(CCC(=O)N3CCCCC3C)n2)cc1 (stereo not given)
  A: 0.5; B: 9; C: 13*; D: 1; E: 10; F: 2; G: -1; H: 10; I: -7; J: 2
SMILES: COc1cccc(C(=O)N2CCN(Cc3ccccc3Br)CC2)c1
  A: -0.8; B: 0; C: 4; D: -4; E: -2; F: -1; G: 9; H: -2; I: 8; J: -4

Compound activity: PubChem BioAssay, several laboratories
